CHRM4 antagonist – antagonists of human muscarinic M4 receptor (CHRM4); CHO-hM4 cells, ACh EC80, Fluo-8 calcium fluorescence; AID 624125; 0.73% of 360,000 active; inhibition, % at 3 µM;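 active means inhibition above its plate's cutoff, the mean inhibition of sample wells plus 3 SD, cut at about 27% in these data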;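 further: 0% = acetylcholine EC80 with DMSO and 100% = DMSO without agonist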
Target sequence (P08173 whole entry, looked up): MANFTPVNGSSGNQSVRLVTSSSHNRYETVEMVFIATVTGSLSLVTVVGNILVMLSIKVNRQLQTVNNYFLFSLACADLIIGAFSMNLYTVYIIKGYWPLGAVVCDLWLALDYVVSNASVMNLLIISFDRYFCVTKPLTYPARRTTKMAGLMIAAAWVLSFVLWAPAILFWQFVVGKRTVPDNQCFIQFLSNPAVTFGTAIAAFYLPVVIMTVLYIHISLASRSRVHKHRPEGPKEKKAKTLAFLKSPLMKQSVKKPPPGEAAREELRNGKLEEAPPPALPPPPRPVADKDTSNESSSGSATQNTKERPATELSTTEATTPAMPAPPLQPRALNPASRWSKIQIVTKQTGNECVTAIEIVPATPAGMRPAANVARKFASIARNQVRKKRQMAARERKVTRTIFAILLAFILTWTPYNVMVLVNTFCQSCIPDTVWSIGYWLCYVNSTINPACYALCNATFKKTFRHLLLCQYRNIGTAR
CRFBP-R2 agonist – CRF-BP/CRF-R2 complex agonism; HEK293 CRF-R2/CRF-BP, calcium dye fluorescence (FLIPR); percent of saturating CRF peptide response; 0.46% of 350,000 active; activation, % at 13.2 µM;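 active means activation of at least 50%, plus an integration ratio under a set limit after plate pattern correction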;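 further: plate controls were neutral control wells without compound for no effect and CRF at EC100 for full effect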
CRFBP-R2 block – CRF-BP/CRF-R2 complex antagonism | HEK293 CRF-R2/CRF-BP, CRF-induced calcium fluorescence | inhibition, % at 11.8 µM | 0.59% of 350,000 active | AID 588475;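 active means inhibition of the ligand-induced calcium signal above about 50% at the single tested concentration, limit read from the data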
CHRM5 antagonist – antagonists of human muscarinic M5 receptor (CHRM5). P08912. CHO-hM5 cells, Fluo-8 calcium fluorescence, ACh EC80. inhibition, % at 3 µM. 0.59% of 360,000 active;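 active means inhibition above a per-plate cutoff, the mean of that plate's test compounds plus 3 SD, cut at about 27% in these data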;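 further: 0% = acetylcholine EC80 with DMSO and 100% = DMSO without agonist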
CHRM5 PAM – potentiates acetylcholine response at human M5 receptor. AID 624038. CHO-K1 hM5, Fluo-8 calcium, ACh EC20 PAM; 0% = ACh EC20, 100% = ACh EC100. activation, % at 3 µM. 0.3% of 360,000 active;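 active means activation above the run cutoff, the mean activation of all test compounds plus 3 SD, cut at about 18% in these data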
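system = human M5 receptor in CHO-K1 cells | reagent = EC20 acetylcholine as agonist stimulus | compound dosing = single-point, 3 µM nominal | incubation = Fluo-8 loading 80 min at 37 °C plus 30 min room temperature | detection = Fluo-8 calcium dye fluorescence, kinetic read | benchmarks = low control EC20 acetylcholine (0%), high control EC100 acetylcholine (100%)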
CHRM4 agonist – agonists of human muscarinic M4 receptor (CHRM4) | CHO-K1 hM4/Gqi5, Fluo-8 calcium fluorescence; vehicle 0%, full acetylcholine response 100% | activation, % at 3 µM | 0.14% of 360,000 active;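 active means activation above the run mean over all test wells plus 3 SD, cut at about 32% in these data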;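 further: peak over basal fluorescence ratio per well then scaled between controls; 0% = DMSO wells and 100% = acetylcholine at EC100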
CHRM4 PAM – CHRM4 positive allosteric modulation; P08173; CHO-K1 hM4/Gqi5, Fluo-8 calcium fluorescence, ACh EC20; 0% = ACh EC20, 100% = maximal ACh; activation, % at 3 µM; 0.4% of 360,000 active; AID 624126;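 active means activation above its plate's cutoff, the mean activation of sample wells plus 3 SD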; further: some results filed as inactive read as strong as hits
M5 ag – agonists of human muscarinic M5 receptor (CHRM5). activation, % at 3 µM. CHO-K1 hM5 cells, Fluo-8 calcium fluorescence; 0% DMSO wells, 100% maximal acetylcholine response. 0.19% of 360,000 active. P08912;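 active means activation above the run's mean over test compounds plus 3 SD, cut at about 23% in these data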;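 further: signal is peak over basal fluorescence ratio across the kinetic read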
CHRM1 PAM – positive allosteric modulators of human M1 muscarinic receptor; 0.088% of 360,000 active; P11229; CHO-K1 hM1, Fluo-8 calcium fluorescence, ACh EC20; 0% = ACh EC20, 100% = maximal ACh; AID 588819; activation, % at 3 µM; in the data active means activation above about 19%, passing the limit was not always enough
* hit, by the source's call; . = not tested or not shown.

SMILES	CHRM4 antagonist	CRFBP-R2 agonist	CRFBP-R2 block	CHRM5 antagonist	CHRM5 PAM	CHRM4 agonist	CHRM4 PAM	M5 ag	CHRM1 PAM
Cc1ccc(S(=O)(=O)N2CCCCC2)cc1NC(=O)Cn1cc(C(F)(F)F)ccc1=O	-6	-0.6	10	11	-9	1	7	2	7
COc1ccc(OC)c(S(=O)(=O)NCC(c2ccco2)N2CCc3ccccc3C2)c1 (stereo not drawn)	0	1.7	7	-4	2	3	5	0	11
COC(=O)c1c(NC(=O)CSc2nnc(Cn3nnc4ccccc43)n2C)sc(C)c1C	-7	0.7	2	2	-4	1	2	-2	-8
CCOC(=O)CSc1n[nH]c(=S)s1	-1	-1.5	19	11	-5	0	2	-2	8
CSc1ccccc1OCc1cc(C(=O)N2CCN(c3ncccn3)CC2)no1	-10	-0.8	-1	-1	-7	8	-3	-4	3
Cc1c(C)n(CCc2ccccc2)c2ncnc(NCCCN(C)C)c12	16	-0.1	6	11	-9	0	-13	-9	-22
Cc1ccc(C(C)C)c(OCC(=O)NN2C(=O)c3ccccc3C2=O)c1	-5	-0.3	2	10	0	2	3	-3	2
COc1ccc(NC(=O)c2ccc3c(c2)NC(=O)CO3)cc1OC	5	2.1	12	7	4	2	0	3	1
Cc1cc(C(=O)Nc2ccccc2)oc1C	7	1.1	5	-8	4	0	13	-5	5
O=C(Nc1ccccc1)N(CCCN1CCOCC1)Cc1ccccc1F	-2	1.7	8	2	1	2	-3	-5	10
Nc1n[nH]c(N)c1N=Nc1ccc(Cl)cc1Cl	10	-1.1	-9	3	0	2	5	-6	14
CC(C)c1ccc(NC(=O)CNS(=O)(=O)c2ccc(F)cc2)cc1	-3	-1.8	-14	12	-11	12	-4	4	-4
Cc1cc(/C(=N/O)C(C)(C)NO)ccc1Cl	-9	-0.8	32	0	2	0	0	-5	7
Cc1ccc(-n2cnnn2)cc1Cl	-4	0.3	-2	6	1	0	4	5	4
Cc1ccccc1S(=O)(=O)NC(=O)C1(C)CCN1C(=O)Cc1cccs1 (stereo not drawn)	0	.	.	7	-4	0	-4	0	11
O=C(NCCO)c1ccc2c3n(nc2c1)-c1ccccc1CO3	1	-1.4	-2	3	5	2	15	3	7
COc1ccc(CC(=O)N2CCN(c3ccc(F)cc3)CC2)cc1	6	2.3	-12	14	-5	5	-5	2	1
CC(C)(C)n1nc2c(c1NC(=O)c1c(F)cccc1F)CS(=O)(=O)C2	5	0.5	-15	13	-8	3	1	-2	7
N#Cc1c(NC(=O)COC(=O)C2=COCCO2)sc2c1CCCC2	-7	42	-12	-4	1	5	1	3	4
CCCn1c(/C=C/c2ccccc2)nc2ccccc21	0	-0.8	-9	5	-10	-3	-9	-8	0
NC(=O)C1CCN(C(=O)CCCCCn2c(=O)[nH]c3ccsc3c2=O)CC1	1	-0.1	0	-3	-8	0	-4	-3	6
Cc1cccc(N(CC(=O)NC2CCCC2)C(=O)CCC(=O)Nc2nc(C)cs2)c1	-5	-0.6	1	1	-4	2	-3	3	9
CCOP(=O)(OCC)C(NC(=O)Nc1ccc(Cl)cc1)C(=O)N(CC)CC (stereo not drawn)	-2	-0.9	-4	-9	1	2	-2	-1	5
CC(C(=O)N=Nc1c(O)[nH]c2ccccc12)n1cnc2ccccc2c1=O (stereo not drawn)	1	3.1	-15	-10	0	1	0	-1	-3
O=C(Nc1cccnc1)/C(N=Nc1cccnc1)=C(\O)c1ccccc1	4	3.2	-4	-1	-5	3	8	-1	5
(list continues)
SMILES	CHRM4 antagonist	CRFBP-R2 agonist	CRFBP-R2 block	CHRM5 antagonist	CHRM5 PAM	CHRM4 agonist	CHRM4 PAM	M5 ag	CHRM1 PAM
Cc1ccc(C(=O)OCC(=O)NC(=O)c2ccccc2)o1	1	2.8	1	4	0	1	-1	1	5
CCCN1C2CCCC1CC(NC(=O)c1cccc(Cl)c1)C2 (stereo not drawn)	7	-0.7	2	10	-4	1	-3	-1	1
O=[N+]([O-])c1cccc(N=Cc2ccccc2)c1	-1	-1.8	-3	12	-4	1	3	1	6
Cc1ccc(NC(=O)c2oc3ccccc3c2NC(=O)C2CC2)cc1	1	-0.3	-18	0	4	0	1	-5	4
CCOc1cc(-c2cc(-c3ccc(C)o3)nc(N)c2C#N)ccc1O	7	0.4	13	4	-9	3	-6	-4	6
Cc1cnc(CNC(=O)C2(C)CCCN2CC(C)C)cn1 (stereo not drawn)	-2	.	.	0	0	0	4	0	8
COc1cc(OC)cc(C(=O)NNC(=O)c2ccc3c(c2)OCCO3)c1	-7	-3.3	-6	-2	8	2	5	5	0
COc1ccc(-c2csc(NC(=O)C3=NN(c4ccccc4)C(=O)CC3)n2)cc1	14	-1.1	26	20	-17	20	-19	3	-18
c1ccc(CSc2ccc3nnc(-c4cccnc4)n3n2)cc1	-4	-1.6	10	2	-1	4	0	0	-5
O=C(CCc1nnc(COc2ccccc2)o1)NCc1ccc(Cl)s1	7	-1.1	18	15	0	1	4	-3	8
Clc1ccc(OCCCNCc2ccccc2)c(Br)c1	-2	0.0	-67	-3	-3	2	9	1	10
O=c1c2ccccc2nc(SCc2cc(F)cc3c2OCOC3)n1Cc1ccco1	6	8.7	-21	9	-6	0	-2	1	13
Cc1ccc(C(=O)CSc2nc(C)cc(=O)[nH]2)cc1	-2	-0.3	6	-1	6	1	22	0	10
COc1ccc(C(=O)OCC(=O)N2CCCC2=O)c(OC)c1	6	-0.7	9	5	3	3	-8	2	14
O=C(NCc1ccco1)c1c(F)cccc1Cl	0	1.1	17	2	-3	0	1	-2	8
CCNC(=S)NNC(=O)CSc1nc2ccccc2n1C	-5	-0.8	-6	-2	2	0	-4	3	1
Cc1ccc(OCCNC(=O)c2cc(C3CC3)nc3c2cnn3C(C)C)cc1	12	0.5	8	20	-21	6	-11	-8	-13
O=c1c2[nH]c3ccccc3c2ncn1CCN1CCNCC1	-2	0.3	-9	-14	9	1	13	0	10
COc1ccc(OC)c(-c2csc(NC(=O)C3=NN(c4ccccc4)C(=O)CC3)n2)c1	1	-0.9	1	17	-16	9	-16	-8	-8
CCC(C)c1c(O)nc(SCC(=O)N2CCOCC2)[nH]c1=O (stereo not drawn)	-12	1.3	-10	-5	1	1	17	2	25*
O=C(C1CCCC1)N1CCN(S(=O)(=O)c2ccc(Cl)cc2)CC1	4	1.2	-3	8	-4	1	-2	4	9
C=CCn1c(CCC(=O)Nc2ccc(C)c(Cl)c2)nnc1SCC(=O)Nc1ccccc1C	-5	-1.5	-10	2	-5	6	0	2	1
CCOC(=O)CSc1nc(-c2ccccc2)nc2c1oc1ccccc12	7	7.7	-5	4	-2	1	3	3	8
COc1cc(C(=O)NC(C)CCn2cccn2)ccc1OC1CCN(C(C)=O)CC1 (stereo not drawn)	-2	-2.1	-3	0	-3	1	0	-3	10
COc1ccc2c(C)nc(Nc3nc(C)c(C)c(=O)[nH]3)nc2c1	1	-1.1	1	1	2	0	12	0	14
(next part)
SMILES	CHRM4 antagonist	CRFBP-R2 agonist	CRFBP-R2 block	CHRM5 antagonist	CHRM5 PAM	CHRM4 agonist	CHRM4 PAM	M5 ag	CHRM1 PAM
Cc1ccc(S(=O)(=O)N2CCN(S(=O)(=O)N(C)C)CC2)c(C)c1	2	0.2	-10	5	-9	5	6	3	-8
CCN(CC)CC(=O)c1ccc(-c2ccccc2)cc1	-1	-2.0	10	-7	6	2	6	-3	1
O=c1[nH]cnc2sc3c(c12)CCN(Cc1ccccc1)C3	10	9.6	7	1	-3	4	-5	-3	3
Cc1ccccc1N(CC(=O)N/N=C/c1ccccc1Cl)C(=O)c1ccccc1	5	1.4	-2	3	9	0	-7	-4	7
CNC(=O)COc1ccc(Nc2nnc(C)c3ccccc23)cc1	-4	0.7	-3	1	9	0	-3	2	6
Cc1onc(-c2ccccc2)c1C(=O)c1c[nH]c(C(=O)NCc2ccccn2)c1	1	-1.9	-12	2	7	4	-3	5	9
Cc1ccc(N2C(N)=NC(N)=NC23CCCC3)c(C)c1	1	0.8	-1	2	-11	0	-5	-12	-7
O=C(COC(=O)c1ccccc1)NCCCCc1ccccc1	1	-1.6	-9	8	-3	1	-1	-1	-7
Cc1ccc(NC(=O)C2C3C=CC(O3)C2C(=O)O)cc1C (stereo not drawn)	-8	-0.9	1	13	-3	0	3	-4	-2
CCOc1ncccc1C(=O)Nc1cc(S(=O)(=O)N(CC)CC)ccc1N1CCOCC1	-15	0.0	1	10	8	2	7	2	17
COc1cc(C(=O)Oc2ccc(Br)cc2C(=S)N2CCOCC2)cc(OC)c1OC	-10	-0.5	4	2	1	5	1	-3	5
